GAA spleen mod – lysosomal alpha-glucosidase (human) modulation. human spleen homogenate, 4-MU-alpha-glucoside fluorescence. AID 2112. Potency, µM (series often up to 79.9 µM), without a hit: at the top dose activity change, negative = inhibition, most hits filed as inhibitors. actives 0.006% (n = 240,000). P10253;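 also: 0% = enzyme with vehicle and -100% = no enzyme basal signal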
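Human spleen homogenate (1 ug) incubated with compounds and 1 mM 4-methylumbelliferyl-alpha-D-glucopyranoside in pH 5.0 citrate/phosphate buffer, 37 C, 40 min. Stopped at pH 10; 4-MU fluorescence (Ex 365/Em 440 nm); AC50 by Hill fit.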
HttQ103 aggreg – mutant huntingtin aggregation inhibition; PC12 HttQ103-GFP aggregates, Acumen cytometry, 40 h; Potency, µM (titrated, usually from 46.1 µM), without a hit: at the top dose activity change, negative = inhibition, hits mostly inhibitors; actives 1.1% (n = 220,000); also: % is scaled to controls: 0 for no effect and ±100 for the full control effect; nearly all actives have a fitted effect of over 60% in size
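PC12/HTTQ103-GFP, ecdysone-inducible; teb 100 nM; cpd qHTS titration; GFP aggregates read on laser cytometer, Ex 488/Em 500-530 nm.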
GAA inhib – inhibitors of human lysosomal alpha-glucosidase | AID 1466 | Potency, µM (series often up to 76.9 µM), for the others: at the top dose activity change, negative = inhibition, most hits filed as inhibitors | P10253 | purified human GAA, 4-MU-alpha-glucoside fluorescence | actives 0.005% (n = 200,000);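 also: plate controls were uninhibited enzyme wells for no effect and no-enzyme background for full effect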
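Endpoint fluorogenic read: 20 min room-temperature reaction of 4 nM human alpha-glucosidase with 400 uM 4-methylumbelliferyl-alpha-D-pyranoside, pH 5.0, quenched with 1M NaOH/1M glycine pH 10. AC50 from Hill modeling.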
GoLoco inh red – blocks human Gai1 binding to RGS12 GoLoco peptide, red readout; AID 880; actives 0.44% (n = 230,000); Potency, µM (titrated, usually from 61.6 µM), for inactives: at the highest dose activity, negative = inhibition, most hits filed as inhibitors; Gai1:RGS12 GoLoco peptide FP, rhodamine, 10 min; active = well fitted inhibition curve with a large enough effect, not every such curve was filed as active; inactive = no such curve, though single readings can be large or run the other way; also: % is scaled to controls: 0 for no effect and ±100 for the full control effect; nearly all actives have a fitted effect of over 30% in size; many of its hits are not listed in these tables
Target sequence (P63096 whole entry, looked up): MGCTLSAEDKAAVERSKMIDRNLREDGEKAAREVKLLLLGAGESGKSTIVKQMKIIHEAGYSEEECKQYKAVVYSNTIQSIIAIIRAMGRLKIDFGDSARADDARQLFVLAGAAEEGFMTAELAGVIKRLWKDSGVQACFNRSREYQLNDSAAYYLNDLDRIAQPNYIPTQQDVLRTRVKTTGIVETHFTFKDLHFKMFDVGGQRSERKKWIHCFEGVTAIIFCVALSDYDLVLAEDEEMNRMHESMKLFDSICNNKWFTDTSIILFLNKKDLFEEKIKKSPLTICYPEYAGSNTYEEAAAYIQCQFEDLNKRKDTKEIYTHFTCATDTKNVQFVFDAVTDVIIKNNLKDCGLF
IMPase Li cell – IMPase inhibition in cells with lithium potentiation | CHO-M1 cells, IP1 TR-FRET (IP-One), carbachol + lithium | Potency, µM (series often up to 59.4 µM), without a hit: top-dose activity, negative = IMPase inhibition, usual class: inhibitors | actives 0.35% (n = 210,000);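 also: IP1 builds up when IMPase is blocked and the TR-FRET signal falls; plate controls were basal vehicle for no effect and high inhibitor control for full effect; nearly all actives have a fitted effect of over 50% in size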
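Concentration–response in CHO-M1 cells, lithium-potentiated; 30 min at 37C. IP1 detected by competitive TR-FRET after 10 min lysis at RT. Hill-fitted AC50.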
GAA glycogen – inhibitors or activators of human alpha-glucosidase glycogen cleavage; recombinant GAA, glycogen substrate, Amplex Red glucose oxidase fluorescence; Potency, µM (doses to about 76.4 µM), for inactives: at the highest dose activity change, negative = inhibition, most hits filed as inhibitors; actives 0.38% (n = 300,000);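 also: 0% = full enzyme reaction and -100% = no-enzyme basal signal; the screen sought inhibitors and activators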
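Recombinant human enzyme (4 nM); glycogen substrate; 37 C, 40 min, pH 5.0. Readout: coupled glucose oxidase/Amplex Red fluorescence.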
HTT cytoprotect – protects HTT-Q103 PC12 cells, measured by ATP | PC12 HTT-Q103 induced, cytoprotection, ATP luminescence, 40 h | actives 0.14% (n = 230,000) | Potency, µM (highest dose often 56.4 µM), for inactives: cytoprotection (ATP increase), usual class: activators;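 also: % of control where 0% means no effect; nearly all actives have a fitted effect of over 45% in size; toxic huntingtin expression switched on by the ecdysone agonist tebufenozide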
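Compounds were screened for protection of PC12 cells against cell death after tebufenozide induction (100 nM final) of mutant Huntingtin exon 1 (Q103) fused to GFP.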
Numbers without * were called inactive; ? = inconclusive; · = no result given; [ ] = another dose, or the depositor's remark. Unless noted, calls follow the shape of the dose curve; as a rule, active = well fitted curve in the direction sought with a large enough effect; inconclusive = small, poorly fitted or top-dose-only effect, or another doubt; inactive = no such curve, though single readings can be large; an effect the other way counts as inactive or inconclusive. Potency is read from the fitted curve at half-maximal effect.

1) CC(=O)N1CCN(c2ccc(NC(=O)/C=C/c3ccccc3)cc2)CC1
2) Cc1nnsc1C(=O)NC(=O)Nc1ccc(F)c(Cl)c1
3) CCN1CCN(C(=O)c2sc3nc(C)nc(N4CCC(C)CC4)c3c2C)CC1
4) Cc1c(C(=O)Nc2nnc(SCc3ccccc3Cl)s2)cccc1[N+](=O)[O-]
5) Cc1cccc2cc(/C=N/NC(=O)CN3CCCCC3)c(Cl)nc12
6) Clc1ccc(-c2nnc3n2CCCCS3)cc1
7) O=C(Nc1ccc(C(F)(F)F)cc1-c1ccccc1)c1ccccc1
8) CCCCn1c(C(C)O)nc2ccccc21 (stereo not drawn)
assay / compound,1,2,3,4,5,6,7,8
GAA spleen mod,-8%,0%,-3%,2%,2%,-1%,-3%,-7%
HttQ103 aggreg,0%,1%[9.22 µM],-8%,-3%,5%,2%,4%,-2%
GAA inhib,-4%[15.4 µM],·,?,-8%,4%,8%,6%,-1%
GoLoco inh red,-6%,0%,7%,-3%,5%,5%,-6%,-6%
IMPase Li cell,-3%,·,29%[38.3 µM],3%,-6%,-6%,0%,-1%[38.3 µM]
GAA glycogen,-8%,10%,-1%,2%,6%,4%,12%,2%
HTT cytoprotect,-31%,18%[10 µM],4%[1.9 µM],-1%[10 µM],28%,21%[10 µM],?,9%[0.074 µM]

9) CC(=O)Nc1ccc(NC(=O)C2(C)CC2(Cl)Cl)cc1 (stereo not drawn)
10) CCOc1cc(C(=S)N2CCOCC2)ccc1OS(=O)(=O)c1ccccc1
11) Cc1ccc(S(=O)(=O)N(C(=O)c2ccncc2)c2ccc(OC(=O)c3ccncc3)c3ccccc23)cc1
12) O=C(O)CCc1ccc(-c2ccc(F)cc2)n1CC1CCCO1 (stereo not drawn)
13) Cc1ccc(C(=O)Nc2nnc(-c3cccs3)s2)cc1C
14) COc1ccc(/C=C2\N=C(C)OC2=O)cc1[N+](=O)[O-]
15) O=C(NC1CC2CCC(C1)N2C(=O)NCc1ccccc1)NC12CC3CC(CC(C3)C1)C2 (stereo not drawn)
16) CC(C)CN(C(=O)c1nn(C)c(=O)c2ccccc12)c1nc2ccccc2s1
assay / compound,9,10,11,12,13,14,15,16
GAA spleen mod,1%,-13%,-4%,12%,0%,-2%,-8%,4%
HttQ103 aggreg,4%,21%,?,6%,0%,20%[9.22 µM],12%,21%
GAA inhib,0%,-10%,2%,3%,9%,-4%,-1%,-1%
GoLoco inh red,-1%,10%,-19%,·,9%,-1%,-1%,-10%
IMPase Li cell,-2%,3%,22%,·,?,·,-1%[38.3 µM],31%[activator][38.3 µM]
GAA glycogen,-4%,0%,-7%,3%,0%,0%,5%,-1%
HTT cytoprotect,·,37%[0.074 µM],6%[10 µM],-8%,5%,5%[10 µM],12%,9%

17) CCCCC(=O)Nc1cc(OCC)c(NC(=S)NC)cc1OCC
18) COc1ccc(CC(C(=O)Nc2cccc(F)c2)c2nn[nH]n2)c(OC)c1 (stereo not drawn)
19) Cc1cccc2c(C(=O)O)cc(-c3cccnc3)nc12
20) Cc1cccc(C)c1NC(=S)NCCCN1CCCC1=O
21) CCc1c(OC(C)=O)c2ccccc2n(C)c1=O
22) CC(C)(O)c1ccc2c(c1)CCC1C(C)(C(=O)O)CCCC21C (stereo not drawn)
23) COc1ccc(NC(=O)c2ccccc2F)cc1Cl
24) Cc1onc(-c2ccccc2)c1C(=O)NCC(O)c1ccccc1 (stereo not drawn)
assay / compound,17,18,19,20,21,22,23,24
GAA spleen mod,-2%,-5%,9%,-4%,8%,-4%,7%,5%
HttQ103 aggreg,-2%,-11%,?,7%,-7%,27%[9.22 µM],-4%[9.22 µM],12%[9.22 µM]
GAA inhib,5%,?,2%,1%,6%,·,-14%,1%[15.4 µM]
GoLoco inh red,2%,-1%,8%,-10%,12%,8%,5%,-5%
IMPase Li cell,6%,-12%[38.3 µM],-11%,-5%,-3%,·,3%[38.3 µM],·
GAA glycogen,7%,5%,5%,1%,6%,-2%,0%,5%
HTT cytoprotect,-44%,-2%,-39%[inhibitor],·,2%[10 µM],41%[10 µM],·,16%[10 µM]

25) Cc1ccc(S(=O)(=O)Nc2ccc(C(OC(=O)c3ccccc3[N+](=O)[O-])(C(F)(F)F)C(F)(F)F)cc2)cc1
26) CCN(CC)CCOC(=O)c1ccc(NC(=O)c2cn(-c3ccccc3)nc2-c2cccs2)cc1
27) COc1ccc(C(c2c(O)nc(SC)n(C)c2=O)c2c(O)nc(SC)n(C)c2=O)cc1O
28) COc1ccc(NC(=O)Cc2c(C)n(C(=O)c3ccc(Cl)cc3)c3ccc(OC)cc23)cc1
29) Cc1cc(C(F)(F)F)c2c(C)nn(CCc3nn[nH]n3)c2n1
30) CC1CCCN(c2nc3nonc3nc2Nc2ccccc2F)C1 (stereo not drawn)
31) Cc1nnc(SCC(=O)Nc2nc(-c3ccc(F)cc3)cs2)[nH]c1=O
32) CCCOc1ccc(NC(=O)CC2C(=O)N(CC)C(=S)N2Cc2cccs2)cc1 (stereo not drawn)
assay / compound,25,26,27,28,29,30,31,32
GAA spleen mod,2%,-4%,-3%,-1%,5%,1%,1%,1%
HttQ103 aggreg,18%,24%,21%,7%,-5%,4%[9.22 µM],·,?
GAA inhib,-3%,-5%,-1%,1%,0%,?,14%,-2%
GoLoco inh red,-1%,11%,-12%,·,8%,7%,21%,4%
IMPase Li cell,17%,29%,3%,·,3%[38.3 µM],19%,-18%,23%[38.3 µM]
GAA glycogen,0%,-4%,?,-1%,3%,9%,-11%,-23%
HTT cytoprotect,5%[10 µM],9%[10 µM],-6%[10 µM],21%[10 µM],-14%,-2%[10 µM],·,-35%

33) O=c1cc2c(=O)oc3cc(O)c(O)oc3c2c(O)c1O
34) COCCNC(=S)NN(c1ccccc1)c1ccccc1
35) COc1cc([N+](=O)[O-])c(N2CCOCC2)c([N+](=O)[O-])c1OC
36) O=C(/C=C/c1ccccn1)c1ccc(Br)cc1O
37) COCC(=O)Nc1cc(C)c2c(=O)oc3ccccc3c2n1
38) CN(C)c1ncc2nc(-c3cc(F)cc(F)c3)c(=O)n(-c3ccccc3)c2n1
39) COC(=O)c1cc(O)cc(OC)c1Oc1cc(C)cc(O)c1C(=O)O
40) Cn1ncc(Cl)c(Oc2ccc(C(C)(C)C)cc2)c1=O
assay / compound,33,34,35,36,37,38,39,40
GAA spleen mod,4%,1%,-1%,-9%,2%,12%,1%,-7%
HttQ103 aggreg,-24%[9.22 µM],12%,?,9%,8%[9.22 µM],·,-39%[9.22 µM],-4%
GAA inhib,-3%,2%,0%,-2%,·,·,·,6%
GoLoco inh red,-9%,9%,-14%,13%,6%,12%,-10%,0%
IMPase Li cell,·,10%,5%,-6%,-7%,-13%,·,3%
GAA glycogen,8.9µM*,?,-5%,-3%,7%,·,-27%,5%
HTT cytoprotect,-9%[10 µM],-27%,-18%[10 µM],·,-3%,1%,-65%[inhibitor][10 µM],-24%[10 µM]

41) Cc1c(C(=O)N2CCN(CCc3ccccc3)CC2)oc2ccccc12
42) CC1CCC2(CC1)NC(=O)N(CC(=O)NCc1ccc3c(c1)OCO3)C2=O (stereo not drawn)
43) CCOC(=O)c1c(NC(=O)OC)sc2c1CCC2
44) Cc1cc(Nc2ccc(N3CCC(C)CC3)cc2)n2ncnc2n1
45) CN1CCN(C(=O)CCN2C(=O)c3ccccc3C2=O)CC1
46) O=C(c1ccccc1)N1CCN(S(=O)(=O)N2CCOCC2)CC1
47) O=C(Nc1cccc2ccccc12)N1CCN(c2ncccn2)CC1
48) CCc1ccc(-c2nn[nH]n2)cc1
49) COc1cccc(NC(=O)N2CCCC2C(=O)Nc2ccc3c(c2)OCCO3)c1 (stereo not drawn)
50) COC(=O)Cc1ccc(NC(=O)c2ccc(Br)o2)cc1
assay / compound,41,42,43,44,45,46,47,48,49,50
GAA spleen mod,8%,0%,-8%,1%,6%,·,4%,5%,-2%,-7%
HttQ103 aggreg,-3%,2%[9.22 µM],-10%,-4%,28%[9.22 µM],24%,-2%,-1%,-2%,-5%
GAA inhib,-13%,·,-3%,-3%,3%,-4%,2%,0%,6%,?
GoLoco inh red,4%,-8%,9%,-5%,11%,6%,-1%,1%,-4%,3%
IMPase Li cell,65%[activator][38.3 µM],·,10%[38.3 µM],19%[38.3 µM],0%,-5%,-10%,3%[38.3 µM],1%,2%[38.3 µM]
GAA glycogen,0%,5%,1%,-6%,11%,12%,-9%,2%,1%,1%
HTT cytoprotect,-75%[inhibitor][10 µM],3%[10 µM],0%,9%,4%[10 µM],4%,-20%,-26%,?,-5%[10 µM]

High-throughput results (PubChem)

Some of the compounds tested (hit frequency here may not be typical).
